# DDE Tn6 FP inh: inhibitors of Tn6 peptide binding to fibrin DD(E), primary screen, biochemical, fluorescence polarization, human fibrin, Tn6 probe. 370,000 compounds, 0.21% hits. inhibition, % at 8.3 µM. Fibrin DD(E) TRITC-Tn6 fluorescence polarization displacement. Fibrinogen beta chain (Homo sapiens), P02675;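 active means inhibition above a per-campaign cutoff: mean of compounds within control limits plus 3 SD, cut at about 15% in these data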;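 further: 0% = median of all compound wells on the plate and 100% = blocking peptide control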
# Target sequence (P02675 whole entry, looked up): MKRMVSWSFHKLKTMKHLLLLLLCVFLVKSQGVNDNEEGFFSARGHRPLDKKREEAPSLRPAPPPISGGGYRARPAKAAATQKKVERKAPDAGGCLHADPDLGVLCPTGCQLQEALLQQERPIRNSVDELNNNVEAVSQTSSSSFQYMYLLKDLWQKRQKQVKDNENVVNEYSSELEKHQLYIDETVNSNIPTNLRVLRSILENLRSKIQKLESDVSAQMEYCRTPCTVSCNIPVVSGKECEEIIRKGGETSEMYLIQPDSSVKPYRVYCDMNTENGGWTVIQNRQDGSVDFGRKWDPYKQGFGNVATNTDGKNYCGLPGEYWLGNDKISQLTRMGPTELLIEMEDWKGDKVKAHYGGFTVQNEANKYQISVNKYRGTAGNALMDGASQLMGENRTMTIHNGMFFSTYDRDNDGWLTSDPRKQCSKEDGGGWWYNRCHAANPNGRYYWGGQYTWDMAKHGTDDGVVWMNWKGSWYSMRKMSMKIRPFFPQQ
# UHRF1 MBD2 ctr: UHRF1 methylated DNA binding inhibitors, primary screen, counter-screen for MBD2 inhibitor project, biochemical, TR-FRET, human UHRF1, single concentration | 370,000 compounds, 0.75% hits | inhibition, % at 4.4 µM | AID 687016, 2013 | UHRF1 binding to methylated oligo; in the data active means inhibition above about 21%;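 further: UHRF1 SRA domain binding a hemimethylated CpG hairpin DNA probe; 0% = median of test compound wells and 100% = reference inhibitor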
# MBD2 DNA inh: inhibitors of MBD2 binding to methylated DNA, primary screen, biochemical, TR-FRET, DNA-binding domain, human; MBD2 binding to methylated oligonucleotide; AID 686964, 2013; 370,000 compounds, 0.31% hits; Methyl-CpG-binding domain protein 2 (Homo sapiens), Q9UBB5; inhibition, % at 4.4 µM; in the data active means inhibition above about 13%
# ADAM17 inh: ADAM17 inhibitors, primary screen, biochemical, QFRET. 370,000 compounds, 0.83% hits. Disintegrin and metalloproteinase domain-containing protein 17 (Homo sapiens), P78536. AID 720648, 2013. inhibition, % at 6.95 µM. recombinant ADAM17, EDANS/DABCYL FRET peptide cleavage;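 active means inhibition above the mean of compounds lying between control limits plus 3 SD, set per campaign, cut at about 8.5% in these data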;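 further: 0% = DMSO-only wells as the low control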
# KLK7 zymogen act: proKLK7 zymogen activators, primary screen, biochemical, fluorescence intensity | 370,000 compounds, 0.9% hits | activation, % at 7 µM | purified proKLK7, EDANS-DABCYL substrate fluorescence; 100% is mature enzyme control, 0% vehicle | Kallikrein-7 (Homo sapiens), P49862 | AID 652039, 2013;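 active means activation above the mean of all tested compounds plus 3 SD, computed per campaign excluding outliers beyond control limits, cut at about 13% in these data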
# DDE Tn7 FP inh: inhibitors of Tn7 peptide binding to fibrin DD(E), primary screen, biochemical, fluorescence polarization, human fibrin, Tn7 probe. FP displacement of FITC-Tn7 peptide from fibrin DD(E); 0% = median of compound wells per plate. inhibition, % at 8.3 µM. 370,000 compounds, 0.13% hits. AID 720508, 2013;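 active means inhibition above the mean of compounds falling within the control limits plus 3 SD of them, cut at about 14% in these data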;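 further: 0% = plate median of compound wells and 100% = 10 µM Aha-Tn7 peptide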
#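 assay system = human clot-derived fibrin DD(E) complex | quantity = Fibrin-DD(E) at 2 µM final | timing = 10 min preincubation, 3 h with tracer, room temperature | signal = fluorescence polarization | measure = percent inhibition | benchmarks = high control wells with 10 µM unlabelled Aha-Tn7 peptide (full inhibition) | replicates = singlicate testing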
# ARFGAP1 inhibitor: inhibitors of rat ARFGAP1 GAP activity, primary screen, biochemical, fluorescence polarization, GDP tracer. ADP-ribosylation factor GTPase-activating protein 1 (Rattus norvegicus), Q62848. Arfgap1-stimulated ARF1 GTP hydrolysis, GDP FP detection. inhibition, % at 16.5 µM. 360,000 compounds, 0.26% hits;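 active means inhibition above a per-plate limit, mean inhibition of low control wells plus 3 SD, cut at about 25% in these data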;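 further: 0% = DMSO wells with enzyme and 100% = wells lacking Arfgap1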
# Target sequence (Q62848 1-136 limits assumed): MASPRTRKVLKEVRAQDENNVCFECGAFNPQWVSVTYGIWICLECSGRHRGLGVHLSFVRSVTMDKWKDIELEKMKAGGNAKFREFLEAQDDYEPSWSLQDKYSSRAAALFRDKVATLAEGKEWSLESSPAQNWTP
#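 Material: truncated rat Arfgap1 GAP domain; Incubation: compound-enzyme preincubation 20 min, reaction 120 min, detection 60 min, 25 °C; Read-out: percent inhibition of Arfgap1-stimulated GTP hydrolysis; Technique: FP, GDP Alexa 633 tracer displaced from anti-GDP antibody, 620/688 nm; Controls: No-Arfgap1 wells (100%) versus DMSO full-reaction wells (0%); Replication: single well per compound.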
# PLCb3 inh: human PLC-beta3 inhibitors, primary screen, biochemical, fluorescence; AID 720704, 2013; Purified PLC-beta3, fluorogenic substrate; inhibition, % at 12.2 µM; 370,000 compounds, 0.18% hits; 1-phosphatidylinositol 4,5-bisphosphate phosphodiesterase beta-3 (Homo sapiens), Q01970; in the data active means inhibition above about 11%;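 further: 0% = median of compound wells on plate and 100% = full blocker control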
# PLC-gamma1 inh: PLC-gamma1 enzyme inhibitors, primary screen, biochemical, fluorescence, purified enzyme. 1-phosphatidylinositol 4,5-bisphosphate phosphodiesterase gamma-1 (Homo sapiens), P19174. fluorogenic substrate. inhibition, % at 12.2 µM. 370,000 compounds, 0.84% hits; in the data active means inhibition above about 9.5%
# ASAP1 GAP inh: inhibitors of human ASAP1 ArfGAP activity, primary screen, biochemical, fluorescence polarization; ASAP1-stimulated ARF1 GTP hydrolysis, GDP FP detection; AID 624377, 2012; inhibition, % at 16.5 µM; 360,000 compounds, 0.19% hits; in the data active means inhibition above about 25%;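 further: 0% = vehicle with enzyme and substrate and 100% = no enzyme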
# Target sequence (Q9ULH1 325-724 limits assumed): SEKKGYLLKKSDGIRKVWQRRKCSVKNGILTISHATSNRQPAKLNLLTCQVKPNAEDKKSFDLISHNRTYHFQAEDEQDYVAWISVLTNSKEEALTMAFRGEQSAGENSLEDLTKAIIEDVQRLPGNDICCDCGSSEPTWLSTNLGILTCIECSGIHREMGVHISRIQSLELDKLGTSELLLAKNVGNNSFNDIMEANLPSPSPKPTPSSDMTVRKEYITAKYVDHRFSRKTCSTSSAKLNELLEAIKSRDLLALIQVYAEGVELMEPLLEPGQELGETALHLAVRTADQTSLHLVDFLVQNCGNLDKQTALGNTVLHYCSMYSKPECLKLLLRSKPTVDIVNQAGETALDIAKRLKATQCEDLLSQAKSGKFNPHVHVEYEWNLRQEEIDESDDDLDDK
# Starred values were filed as active, the others as inactive; i = inactive.
SMILES,DDE Tn6 FP inh,UHRF1 MBD2 ctr,MBD2 DNA inh,ADAM17 inh,KLK7 zymogen act,DDE Tn7 FP inh,ARFGAP1 inhibitor,PLCb3 inh,PLC-gamma1 inh,ASAP1 GAP inh
O=C(Nc1ccc(C(F)(F)F)cc1)c1cccn(Cc2ccc3c(c2)OC(F)(F)O3)c1=O,-10,-4,-1,0,0.1,-2,-1,6,3,-17
O=c1c2ccccc2nc(/C=C/c2ccc(O)c(O)c2)n1-c1ccccc1,-18,7,7,-8,-9.3,0,8,i,i,8
O=C(Cn1c(=O)n(CC2CS2)c2ccccc21)N1CCCCCC1 (configuration not stated),-3,1,1,-2,0.0,1,5,-6,-2,15
CN1CCN(/N=C/c2c(O)n(CCC3=CCCCC3)c(=S)[nH]c2=O)CC1,-5,-4,0,1,-0.3,1,2,-14,-5,10
O=c1[nH]c(=O)n(C2CCCCCC2)c(O)c1C=NC1CCN(Cc2ccccc2)CC1,3,-1,6,0,0.6,6,8,-2,-2,2
O=C(Nc1cccc2ccccc12)N1CCC2(CC1)OCCO2,-5,-2,-6,-70,-16,-1,1,-100,-91,-6
Cc1cc(NC(=O)COC(=O)c2c(C)nn(Cc3ccccc3)c2C)no1,0,-1,-5,-2,-0.6,-3,-11,-1,0,-5
O=c1[nH]c2ccccc2n1C1CCN(C(c2ccccc2)c2nnnn2Cc2ccccc2)CC1 (configuration not stated),2,4,-1,4,0.2,2,-5,4,2,16
CCOC(=O)CNC(=O)N1Cc2cc(-c3ccccc3)ccc2-n2nncc2C1,-3,1,1,-3,-0.2,0,2,1,0,13
COC(=O)C1=CO[C@H](C)[C@H]2CN3CC[C@@]4(C(=O)Nc5ccccc54)[C@@H]3C[C@H]12,1,1,-4,2,-0.1,-4,2,4,0,4
Cc1cc(OCc2cc(C(=O)O)oc2C)c2c3c(c(=O)oc2c1)CCCC3,0,2,3,-63,9.7,-14,-1,-124,-89,-7
Cc1ccc(-n2c(O)c(C=Nc3ccc(Br)cn3)c(=O)[nH]c2=O)cc1,-4,0,-4,-4,-0.7,-3,1,-4,-1,6
NC(Cc1ccc(Cl)cc1)c1csc(Nc2ccccn2)n1 (configuration not stated),4,-3,-2,-7,-0.4,2,-7,0,2,3
COc1cc(O)cc2c1cc([N+](=O)[O-])c1c(C(=O)O)cc3c(c12)OCO3,12,-5,-12,-3,-0.6,-4,16,-64,-52,-2
COC(=O)C1=C(c2ccc(-c3ccccc3)c(F)c2)C[C@@H]2CC[C@H]1N2C(=O)NC1Cc2ccccc2C1,0,1,2,-1,-1.1,-6,5,1,2,0

# Some entries already given, limited to DDE Tn6 FP inh and ARFGAP1 inhibitor:
SMILES,DDE Tn6 FP inh,ARFGAP1 inhibitor
COc1cc(O)cc2c1cc([N+](=O)[O-])c1c(C(=O)O)cc3c(c12)OCO3,12,16
COC(=O)C1=C(c2ccc(-c3ccccc3)c(F)c2)C[C@@H]2CC[C@H]1N2C(=O)NC1Cc2ccccc2C1,0,5

# Reprinted from the listing, 3 compounds:
SMILES,DDE Tn6 FP inh,UHRF1 MBD2 ctr,MBD2 DNA inh,ADAM17 inh,KLK7 zymogen act,DDE Tn7 FP inh,ARFGAP1 inhibitor,PLCb3 inh,PLC-gamma1 inh,ASAP1 GAP inh
CCOC(=O)CNC(=O)N1Cc2cc(-c3ccccc3)ccc2-n2nncc2C1,-3,1,1,-3,-0.2,0,2,1,0,13
COC(=O)C1=CO[C@H](C)[C@H]2CN3CC[C@@]4(C(=O)Nc5ccccc54)[C@@H]3C[C@H]12,1,1,-4,2,-0.1,-4,2,4,0,4
Cc1cc(OCc2cc(C(=O)O)oc2C)c2c3c(c(=O)oc2c1)CCCC3,0,2,3,-63,9.7,-14,-1,-124,-89,-7

# Additional records.
SMILES,DDE Tn6 FP inh,UHRF1 MBD2 ctr,MBD2 DNA inh,ADAM17 inh,KLK7 zymogen act,DDE Tn7 FP inh,ARFGAP1 inhibitor,PLCb3 inh,PLC-gamma1 inh,ASAP1 GAP inh
O=C(c1cc2cc(Br)ccc2[nH]1)N1CCC2(CC1)OCCO2,5,1,4,-4,0.5,-6,-12,-14,-4,-16
COC(=O)C1=C(c2ccc(Cl)c(C(F)(F)F)c2)C[C@@H]2CC[C@H]1N2C(=O)NC1CCCCC1,-3,-3,-3,3,-0.2,-5,2,3,-1,9
C[C@H]1CNCCN1c1ccc(N2CC[C@H](O)C2)c(C#N)c1,2,-3,-6,-15,1.3,-5,12,-34,-25,-12
COC(=O)C1=C(c2ccccc2)C[C@@H]2CC[C@H]1N2C(=O)NCc1cccc2ccccc12,-5,0,-7,-5,0.4,1,0,0,1,7
O=C1NC(=O)N(Cc2ccco2)C(=O)/C1=C\c1ccc(-c2ccc(F)cc2)o1,-3,82*,32*,-8,-1.1,-6,-18,-22,-4,-8
NNC(N)=O,4,0,-6,-2,-0.4,-5,16,1,-1,4
COc1cc(/C=C2\C(=O)NC(=O)N(c3ccccc3)C2=O)cc(OC)c1OC,-2,2,6,-1,-0.3,-9,-7,-7,-9,-5
Cc1cc(/C=C2\C(=O)NC(=O)N(Cc3ccccc3)C2=O)c(C)n1-c1ccc(Cl)c(C(=O)O)c1,4,92*,37*,0,-0.4,6,3,-23,-21,1
Cc1ccc(P(=S)(c2ccc(C)o2)N2CCOCC2)o1,1,0,1,2,-0.3,-10,-5,-2,3,-10
COC(=O)N(c1ccccc1)P(=O)(Oc1ccccc1)Oc1ccccc1,-5,1,-1,-1,0.6,-5,6,4,4,-2
O=c1c2ccccc2[se]n1-c1ccccc1,1,-3,3,0,0.1,5,6,2,0,18
CCCCCn1c(N)c(C(=O)NCCN2CCOCC2)c2nc3ccccc3nc21,-8,0,0,-357,-16,-5,0,i,i,7
O=C(C1c2ccccc2C(=O)N2CCc3ccccc3C12)N1CCC2(CC1)OCCO2 (configuration not stated),-3,1,-2,-5,0.5,3,0,-1,1,-11
Cc1cc(C(=O)CS(=O)c2ccc(F)cc2)cc(C)c1OC(=O)N(C)C (configuration not stated),0,5,6,-5,-0.5,-3,11,-1,1,1
Brc1ccc2c(c1)-n1nncc1CNC2,5,35*,1,-2,0.9,-6,4,3,3,2
O=C1/C(=C\c2ccc(Cl)c(Cl)c2)N2CCC1CC2,-3,3,5,3,0.2,2,2,-7,-4,11
CCOC(=O)C1(CCc2ccccc2)CCN(Cc2cccc3cnccc23)CC1,3,0,4,-2,0.1,0,-2,-6,-1,-18
CC1CCC2[C@@H](C)C(=O)OC3O[C@]4(C)CCC1C32OO4 (some centres not stated),9,0,0,-1,-0.7,3,7,-3,2,-6
CN(C)CP(=O)(O)CN(C)C=O,2,2,-1,2,0.4,-6,-15,12*,8,20
CC12CC[C@H]3[C@@H](CCC4(O)C[C@H](O)CCC34/C=N/NC(=O)c3ccccc3O)C1(O)CCC2C1=CC(=O)OC1 (some centres not stated),-4,0,1,-17,-0.1,2,0,-20,-4,-3
COc1ccc(CC2c3cc(OC)c(OC)cc3CCN2C)cc1O (configuration not stated),-1,3,-1,-34,7.5,-5,11,-217,-126,14
CCCCCn1c(=O)c(C(=O)Nc2ccccc2S(N)(=O)=O)c(O)c2ccccc21,-1,-2,3,-8,-0.4,3,-2,-11,-4,4
CN1C(=O)/C(=C\c2ccc(N3CCCCCC3)cc2)C(=O)NC1=S,-5,2,0,-4,0.0,-1,-9,-15,-13,5
COC(=O)C1=C(c2ccc3ccccc3c2)C[C@@H]2CC[C@H]1N2C(=O)NC1Cc2ccccc2C1,-2,-2,5,4,0.6,-6,1,1,-1,4
CCCCn1c(O)c(C=NCCCN(CC)CC)c(=O)[nH]c1=O,2,4,2,2,0.3,-4,2,6,7,-17
CCN(CC)C(=O)c1ccc(NC(=O)CSc2nnnn2-c2cc(OC)ccc2OC)cc1,0,1,-1,2,0.6,-1,4,-2,1,1
COc1ccc(Br)cc1CNCCc1cccc(Cl)c1,0,1,2,-2,0.6,5,-16,-1,7,8
CCOC(=O)C1=C(N)OC2=C(C(=O)CCC2)C12C(=O)Nc1ccccc12 (configuration not stated),2,-2,1,-2,0.0,-1,-9,-2,-1,-14
COC(=O)C1=C(c2ccccc2OCc2ccccc2)C[C@@H]2CC[C@H]1N2C(=O)NCc1cccc(C(F)(F)F)c1,6,-5,-1,4,-0.5,6,-2,-2,-4,-4
COC(=O)C1=C(c2c(C)noc2C)C[C@@H]2CC[C@H]1N2C(=O)NC(C)C,9,-1,1,0,-0.1,0,6,4,3,-1
CC(=O)c1c(C)n(C2CCCCC2)c2ccc(O)cc12,-2,-1,-5,-2,0.1,-1,-4,-2,2,-5
Brc1ccccc1,2,-4,0,3,-0.2,4,6,11*,8,10
CC[C@@H](CO)NC(=O)[C@@H]1C=C2c3cccc4[nH]cc(c34)C[C@H]2N(C)C1,1,11,0,-247,19*,16*,7,-384,-278,5
Cc1ccc([N+](=O)[O-])cc1,-3,2,-1,-5,-0.1,11,0,-1,-2,-4
CCC1CN1P(=O)(Oc1ccc(Cl)cc1)N1CC1CC (configuration not stated),9,0,4,-1,0.0,3,-3,4,2,-5
COc1ccc(-n2nnnc2C(c2ccccc2)N2CCC3(CC2)C(=O)NCN3c2ccccc2)cc1 (configuration not stated),1,-2,-2,5,0.2,-3,6,2,0,3
COc1ccc(CN2Cc3cc(N4CCCCC4)ccc3-n3nncc3C2)cc1,-4,-2,2,-1,0.2,-3,-3,-13,-12,4
C(#CCN1CCOCC1)COCC#Cc1ccccc1,9,13,1,-2,0.0,5,-6,1,3,1
Cc1ccc(NC(=O)c2ncn(CCCNCCN3CCOCC3)n2)cc1C,-4,-1,2,-6,0.1,-1,4,0,-1,3
c1cc2c(cc1C1OCC3C(c4ccc5c(c4)OCO5)OCC13)OCO2 (configuration not stated),-5,-3,-1,1,-0.9,-2,-1,6,4,2
COc1ccccc1NP1(=O)OCC(C)([N+](=O)[O-])CO1 (configuration not stated),2,1,-2,1,-0.2,3,-6,3,3,-8
O=C(NC1CCCCC1)N1Cc2cc(Br)ccc2-n2nncc2C1,1,0,-5,-2,0.4,-2,-2,2,1,3
O=C(C[n+]1ccn(CCCNP2(=O)C=C(c3ccccc3)OC(c3ccccc3)=C2)c1)c1ccccc1,4,1,-1,2,-0.5,2,2,2,8,5

# These rows are one share of the data; count on the stated rates, not on these rows.
